Screening results (PubChem)
RPL19A-GFP yeast: modulators of TOR pathway RPL19A-GFP in S. cerevisiae; S. cerevisiae RPL19A-GFP strain, flow cytometry, 3 h; active compounds read low; percent response vs DMSO, % at 10 µM; hit rate 0.3% among 330,000;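 active = percent response vs DMSO below 50%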;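 also: median channel GFP fluorescence of the barcoded RPL19A-GFP strain; ratio of sample median GFP to plate DMSO average so 100% = DMSO; lower means less RPL19A-GFP as with rapamycin TOR inhibition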
GRK2 aptamer HTS: blocks RNA aptamer binding to human GRK2; P25098; bead flow cytometry, FAM-aptamer displacement from GRK2; inhibition of aptamer binding, % at 10 µM; hit rate 0.59% among 330,000; AID 488847;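 active = inhibition of aptamer binding above 40%, roughly 3 SD of noise, on plates passing a quality check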;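 also: median bead fluorescence of bound FAM aptamer so fluorescent compounds give negative values; no value below 0 was filed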
Target sequence (P25098 whole entry, looked up): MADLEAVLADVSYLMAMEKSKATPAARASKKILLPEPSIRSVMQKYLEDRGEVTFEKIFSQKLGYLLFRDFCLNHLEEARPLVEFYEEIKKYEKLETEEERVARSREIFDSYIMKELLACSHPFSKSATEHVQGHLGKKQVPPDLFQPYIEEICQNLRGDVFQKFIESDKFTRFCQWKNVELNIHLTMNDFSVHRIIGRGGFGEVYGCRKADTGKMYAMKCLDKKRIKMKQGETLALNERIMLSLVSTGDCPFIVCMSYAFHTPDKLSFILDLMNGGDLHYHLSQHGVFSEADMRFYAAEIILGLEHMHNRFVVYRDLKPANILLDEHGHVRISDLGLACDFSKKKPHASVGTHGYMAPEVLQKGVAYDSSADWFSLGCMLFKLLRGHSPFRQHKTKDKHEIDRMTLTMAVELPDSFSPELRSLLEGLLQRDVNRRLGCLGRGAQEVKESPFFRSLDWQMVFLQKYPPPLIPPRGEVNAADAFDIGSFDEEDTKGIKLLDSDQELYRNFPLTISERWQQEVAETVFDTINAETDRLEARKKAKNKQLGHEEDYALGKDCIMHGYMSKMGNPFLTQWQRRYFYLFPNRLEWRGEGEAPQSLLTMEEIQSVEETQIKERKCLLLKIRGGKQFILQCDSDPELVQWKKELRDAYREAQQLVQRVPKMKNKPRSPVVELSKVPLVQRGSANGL
AGP1 TOR yeast: yeast TOR pathway AGP1-GFP modulation | S. cerevisiae AGP1-GFP multiplex flow cytometry, 3 h; GFP as percent of DMSO wells | GFP response vs DMSO, % at 10 µM | AID 2066 | hit rate 0.02% among 320,000;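 active = GFP response relative to DMSO above a set limit, near screen average plus 3 SD, cut at about 150% in these data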;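 also: median GFP channel fluorescence of the gated AGP1 strain per well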
MEP2-GFP yeast: yeast TOR pathway MEP2-GFP modulation. GFP response vs DMSO, % at 10 µM. hit rate 0.51% among 330,000. S. cerevisiae MEP2-GFP strain, flow cytometry GFP, 3 h; 100% = DMSO control level;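 active = GFP response versus DMSO above a set limit, roughly screen mean plus 3 SD, cut at about 180% in these data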;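 also: median GFP fluorescence of the barcode-gated MEP2-GFP cells per well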
GASC-1 inh: human JMJD2C demethylase inhibition | GST-JMJD2C(1-420) H3K9me3 demethylation, DELFIA europium | inhibition, % at 2.35 µM | hit rate 0.069% among 330,000;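 active = more than half of a compound's replicate wells show inhibition beyond 50%, single wells judged on their own value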;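 also: signal counts dimethyl H3K9 product captured on neutravidin plate; 0% = median of DMSO wells and 100% = 0.3 times that DMSO median; strong numbers were not always called active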
Target sequence (Q9H3R0 1-420 limits assumed): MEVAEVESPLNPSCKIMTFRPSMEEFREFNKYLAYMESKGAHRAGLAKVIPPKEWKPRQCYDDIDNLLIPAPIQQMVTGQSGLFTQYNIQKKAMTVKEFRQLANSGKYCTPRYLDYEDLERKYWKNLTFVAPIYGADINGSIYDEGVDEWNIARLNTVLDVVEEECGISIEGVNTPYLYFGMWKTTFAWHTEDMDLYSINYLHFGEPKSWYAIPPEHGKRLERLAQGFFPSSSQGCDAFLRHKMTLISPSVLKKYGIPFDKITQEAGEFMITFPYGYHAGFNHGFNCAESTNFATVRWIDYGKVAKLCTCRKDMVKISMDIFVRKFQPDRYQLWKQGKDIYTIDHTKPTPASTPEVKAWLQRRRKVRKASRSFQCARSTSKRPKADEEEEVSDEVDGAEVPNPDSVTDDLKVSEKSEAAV
LAP4-GFP MLPCN: yeast TOR pathway LAP4-GFP modulation. AID 2023. hit rate 0.34% among 320,000. S. cerevisiae LAP4-GFP multiplex, flow cytometry GFP, 3 h; median GFP as percent of DMSO wells. GFP response vs DMSO, % at 10 µM;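 active = GFP response vs DMSO above a set limit, about the screen mean plus 3 SD, cut at about 150% in these data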
VLA-4 inh: inhibition in a human VLA-4 binding assay | AID 2557 | hit rate 0.2% among 330,000 | P13612 | VLA-4 expressing cells, ligand binding flow cytometry | inhibition, % (about 7 µM as worked out from the volumes in the protocol); in the data active = inhibition above about 50%
CIT2 TOR yeast: alters CIT2-GFP fluorescence in TOR pathway yeast screen; S. cerevisiae CIT2-GFP strain, flow cytometry, 3 h; 100 means same as DMSO wells; GFP response vs DMSO, % at 10 µM; hit rate 0.065% among 320,000;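 active = GFP response relative to DMSO above a set limit, near the screen mean plus 3 SD, cut at about 150% in these data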;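 also: ratio of well median GFP fluorescence to mean of DMSO wells on the plate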
Starred values were filed as active, the others as inactive; . = no result given. No enrichment for hits; 1.7% or so of the library scored in one or more.

| cpd | structure | LAP4-GFP MLPCN | GASC-1 inh | MEP2-GFP yeast | GRK2 aptamer HTS | CIT2 TOR yeast | RPL19A-GFP yeast | VLA-4 inh | AGP1 TOR yeast |
| --- | --- | --- | --- | --- | --- | --- | --- | --- | --- |
| 1 | CCC1=C(OC(=O)N(CC)CC)N2C(=O)OC(=NCC(=O)OC)[C@]2(Cc2ccccc2)[C@H]2C1=CC[C@H]1C(=O)N(c3ccccc3)C(=O)[C@H]12 | 126 | -8 | 89 | 0 | 62 | 94 | 17 | 72 |
| 2 | CC(=O)c1ccc(OCCCC(=O)Nc2cc(Cl)ccc2-n2cncn2)cc1 | 102 | -7 | 102 | 4 | 94 | 100 | 12 | 98 |
| 3 | C/C(=N\NC(=S)NCc1ccccc1)c1ccc(Cl)s1 | 101 | -36 | 107 | 2 | 109 | 107 | 1 | 103 |
| 4 | Cc1ccc(OCCN2CCNCC2)c([N+](=O)[O-])c1 | 92 | -13 | 102 | 0 | 108 | 104 | -1 | 103 |
| 5 | CC1CCCN(C(=O)CN2CCN(C(=O)c3ccco3)CC2)C1 (stereo unspecified) | 101 | 17 | 105 | 0 | 88 | 105 | -3 | 99 |
| 6 | CCC(C)[C@H](NC(=O)NCc1cccs1)C(=O)O (stereo partly specified) | 97 | 4 | 97 | 1 | 94 | 93 | -1 | 93 |
| 7 | CC(C)C(=O)Nc1ccc2c(c1)nc(CCN1CCN(c3ccccn3)CC1)n2C | 87 | 3 | 107 | 2 | 104 | 111 | 5 | 101 |
| 8 | NC(=O)NC(CC(=O)OCC(=O)NC(=O)NCc1ccco1)c1ccc(Cl)cc1 (stereo unspecified) | 100 | 0 | 103 | 2 | 103 | 101 | 1 | 105 |
| 9 | O=C(CCn1c(=O)c2ccccc2n(CC(=O)NC2CCCC2)c1=O)NCCc1ccc(Cl)cc1 | 97 | -7 | 99 | 0 | 94 | 95 | 16 | 94 |
| 10 | CC(SC1CCCC1)C(=O)NC(C)(C#N)C(C)C (stereo unspecified) | 105 | 5 | 100 | 2 | 102 | 94 | 28 | 97 |
| 11 | O=c1c2ccccc2nc(SCc2nc3ccccc3s2)n1CCCO | 106 | -13 | 107 | 5 | 95 | 102 | -4 | 100 |
| 12 | COC(=O)c1ccc(NC(=O)CN2CCN(c3ccccn3)CC2)cc1 | 97 | -6 | 106 | 0 | 101 | 105 | 4 | 97 |
| 13 | Cc1ccc(S(=O)(=O)NC(=O)Nc2nnc(C3CC3)s2)cc1 | 91 | 0 | 101 | 0 | 98 | 100 | 4 | 93 |
| 14 | COc1ccc(C(C#N)Nc2ccccc2C)cc1 (stereo unspecified) | 98 | 1 | 101 | 4 | 104 | 98 | -5 | 102 |
| 15 | CC1(C)CC2CC(C)(CN2C(=O)c2ccc([N+](=O)[O-])cc2)C1 (stereo unspecified) | 103 | 5 | 105 | 0 | 104 | 115 | 4 | 107 |

15 structures out of the list, sorted by SMILES length, ascending.
| cpd | structure | LAP4-GFP MLPCN | GASC-1 inh | MEP2-GFP yeast | GRK2 aptamer HTS | CIT2 TOR yeast | RPL19A-GFP yeast | VLA-4 inh | AGP1 TOR yeast |
| --- | --- | --- | --- | --- | --- | --- | --- | --- | --- |
| 14 | COc1ccc(C(C#N)Nc2ccccc2C)cc1 (stereo unspecified) | 98 | 1 | 101 | 4 | 104 | 98 | -5 | 102 |
| 10 | CC(SC1CCCC1)C(=O)NC(C)(C#N)C(C)C (stereo unspecified) | 105 | 5 | 100 | 2 | 102 | 94 | 28 | 97 |
| 6 | CCC(C)[C@H](NC(=O)NCc1cccs1)C(=O)O (stereo partly specified) | 97 | 4 | 97 | 1 | 94 | 93 | -1 | 93 |
| 3 | C/C(=N\NC(=S)NCc1ccccc1)c1ccc(Cl)s1 | 101 | -36 | 107 | 2 | 109 | 107 | 1 | 103 |
| 4 | Cc1ccc(OCCN2CCNCC2)c([N+](=O)[O-])c1 | 92 | -13 | 102 | 0 | 108 | 104 | -1 | 103 |
| 11 | O=c1c2ccccc2nc(SCc2nc3ccccc3s2)n1CCCO | 106 | -13 | 107 | 5 | 95 | 102 | -4 | 100 |
| 5 | CC1CCCN(C(=O)CN2CCN(C(=O)c3ccco3)CC2)C1 (stereo unspecified) | 101 | 17 | 105 | 0 | 88 | 105 | -3 | 99 |
| 13 | Cc1ccc(S(=O)(=O)NC(=O)Nc2nnc(C3CC3)s2)cc1 | 91 | 0 | 101 | 0 | 98 | 100 | 4 | 93 |
| 12 | COC(=O)c1ccc(NC(=O)CN2CCN(c3ccccn3)CC2)cc1 | 97 | -6 | 106 | 0 | 101 | 105 | 4 | 97 |
| 2 | CC(=O)c1ccc(OCCCC(=O)Nc2cc(Cl)ccc2-n2cncn2)cc1 | 102 | -7 | 102 | 4 | 94 | 100 | 12 | 98 |
| 15 | CC1(C)CC2CC(C)(CN2C(=O)c2ccc([N+](=O)[O-])cc2)C1 (stereo unspecified) | 103 | 5 | 105 | 0 | 104 | 115 | 4 | 107 |
| 7 | CC(C)C(=O)Nc1ccc2c(c1)nc(CCN1CCN(c3ccccn3)CC1)n2C | 87 | 3 | 107 | 2 | 104 | 111 | 5 | 101 |
| 8 | NC(=O)NC(CC(=O)OCC(=O)NC(=O)NCc1ccco1)c1ccc(Cl)cc1 (stereo unspecified) | 100 | 0 | 103 | 2 | 103 | 101 | 1 | 105 |
| 9 | O=C(CCn1c(=O)c2ccccc2n(CC(=O)NC2CCCC2)c1=O)NCCc1ccc(Cl)cc1 | 97 | -7 | 99 | 0 | 94 | 95 | 16 | 94 |
| 1 | CCC1=C(OC(=O)N(CC)CC)N2C(=O)OC(=NCC(=O)OC)[C@]2(Cc2ccccc2)[C@H]2C1=CC[C@H]1C(=O)N(c3ccccc3)C(=O)[C@H]12 | 126 | -8 | 89 | 0 | 62 | 94 | 17 | 72 |

Other compounds follow.
| cpd | structure | LAP4-GFP MLPCN | GASC-1 inh | MEP2-GFP yeast | GRK2 aptamer HTS | CIT2 TOR yeast | RPL19A-GFP yeast | VLA-4 inh | AGP1 TOR yeast |
| --- | --- | --- | --- | --- | --- | --- | --- | --- | --- |
| 16 | O=C(Cc1ccc(-c2ccccc2)cc1)Nc1ncccc1O | 83 | -17 | 133 | 0 | . | 110 | 15 | 96 |
| 17 | O=C(CN1C(=O)CSc2ccc(S(=O)(=O)N3CCOCC3)cc21)NCc1ccc(Cl)cc1 | 99 | -1 | 108 | 0 | 102 | 101 | -4 | 99 |
| 18 | CCOc1cc(/C=N\NC(=O)c2ccc(NC(=O)C(C)(C)C)cc2)ccc1OC(=O)c1ccc(OC)cc1 | 90 | 2 | 102 | 2 | 104 | 103 | 2 | 98 |
| 19 | COc1ccc(CN(C)C(=O)Cn2ccc(NC(=O)OCc3ccccc3)nc2=O)cc1OC | 102 | 5 | 96 | 2 | 95 | 99 | 0 | 102 |
| 20 | O=C(NS(=O)(=O)Oc1cccc(F)c1)OC[C@@H]1CCCN2CCCCC12 (stereo partly specified) | 94 | -7 | 101 | 0 | 104 | 108 | 15 | 98 |
| 21 | CCOC(=O)c1cccc(NC(=O)CSc2nnc(COc3ccccc3C)o2)c1 | 95 | 3 | 97 | 0 | 99 | 95 | -11 | 100 |
| 22 | COc1ccc(C)cc1-n1nnnc1SCC(=O)NC1CCS(=O)(=O)C1 (stereo unspecified) | 102 | 5 | 100 | 4 | 105 | 104 | 8 | 106 |
| 23 | O=S(=O)(NNc1ccc(F)cc1F)c1cccc(Cl)c1 | 90 | -8 | 106 | 0 | 137 | 109 | 4 | 88 |
| 24 | C/C(=N\NC(=O)C1=NNC(=O)C1C)c1cccs1 (stereo unspecified) | 97 | 5 | 104 | 0 | 102 | 98 | 0 | 98 |
| 25 | COc1ccc(NS(=O)(=O)c2cc(C)ccc2OC)cc1OC | 104 | 4 | 110 | 0 | 102 | 102 | 20 | 103 |
| 26 | COc1ccc(OC)c(NC(=O)C2CC2c2ccccc2)c1 (stereo unspecified) | 95 | -21 | 96 | 0 | 93 | 98 | 6 | 92 |
| 27 | CCOC(=O)c1c(NC(=O)c2ccccc2)sc2c1CCc1ccccc1-2 | 90 | 2 | 103 | 2 | 105 | 109 | -2 | 107 |
| 28 | COc1ccc(CC(=O)Nc2nnc(SCc3ccccc3)s2)cc1S(=O)(=O)N1CCOCC1 | 111 | 2 | 97 | 5 | 98 | 96 | 20 | 100 |
| 29 | [O-][N+]1=C(c2cccs2)CN(O)C1 | 108 | -15 | 99 | 2 | 95 | 99 | 11 | 102 |
| 30 | COc1cc2c(cc1OC)C(c1ccccc1)N(C(=O)CSCC(=O)O)CC2 (stereo unspecified) | 96 | 5 | 106 | 0 | 100 | 104 | 4 | 102 |
| 31 | COC(=O)c1c(-c2ccccc2Cl)noc1/C=C/N(C)C | 80 | -14 | 91 | 2 | 88 | 95 | 13 | 83 |
| 32 | COc1ccc(NC(=O)CN2CCN(c3nc(-c4cccc(OC)c4)cs3)CC2)cc1 | 98 | -2 | 101 | 1 | . | 97 | -1 | 99 |
| 33 | CC(=O)Nc1ccc(S(=O)(=O)N(C)CC(=O)NC2CCCC(C)C2C)cc1 (stereo unspecified) | 106 | -6 | 95 | 0 | 96 | 99 | -1 | 100 |
| 34 | CC[n+]1c(/C=C2\C=C(C)CC(C)C2)sc2ccccc21 (stereo unspecified) | 88 | -11 | 93 | 0 | 80 | 88 | -10 | 86 |
| 35 | COc1ccccc1-c1nnc(NC(=O)CCS(=O)(=O)c2ccccc2)o1 | 106 | -7 | 99 | 2 | 98 | 100 | 32 | 100 |
| 36 | O=C(CSc1nc(-c2ccccc2)cs1)NC(=O)NCc1ccco1 | 98 | 12 | 103 | 1 | 92 | 96 | 8 | 96 |
| 37 | CCc1cc(=O)oc2cc(OCc3nn[nH]n3)ccc12 | 101 | -2 | 109 | 0 | 100 | 93 | 13 | 94 |
| 38 | CC(=O)Nc1ccc(S(=O)(=O)N2CCN(C(=O)C3COc4ccccc4O3)CC2)cc1 (stereo unspecified) | 111 | -14 | 102 | 1 | 100 | 99 | -11 | 100 |
| 39 | CC(NC(=O)c1cnccn1)c1ccc(S(N)(=O)=O)cc1 (stereo unspecified) | 109 | 1 | 99 | 24 | 113 | 95 | 20 | 104 |
| 40 | COC(=O)c1ccc(C(=O)OC)c(NC(=O)CN(C)Cc2ccccc2)c1 | 91 | -1 | 99 | 0 | 106 | 100 | 0 | 97 |
| 41 | O=C(NCCc1ccccc1F)[C@@H]1CSC2c3ccccc3C(=O)N21 (stereo partly specified) | 103 | -6 | 106 | 0 | 102 | 106 | 8 | 100 |
| 42 | Cc1ccc(C)c(OCc2cc(C(=O)N3CCNC(=O)C3)no2)c1 | 97 | 3 | 104 | 0 | 104 | 104 | -1 | 100 |
| 43 | CCN(CC)S(=O)(=O)c1ccc2c3c(cccc13)C(=O)S2 | 104 | 8 | 100 | 0 | 96 | 95 | 11 | 96 |
| 44 | NS(=O)(=O)c1ccc(Sc2ccc3c(c2)CCC3)nc1 | 101 | 5 | 106 | 0 | 106 | 105 | 1 | 107 |
| 45 | O=C1NC2(CCCCC2)C(=O)N1c1ccc(Cl)cc1 | 82 | 5 | 94 | 0 | 101 | 102 | 2 | 100 |
| 46 | COc1ccccc1NS(=O)(=O)c1ccc2oc(=O)ccc2c1 | 102 | 52 | 101 | 0 | 91 | 98 | 11 | 99 |
| 47 | COc1ccc(S(=O)(=O)N2CCOC2CNC(=O)C(=O)NCCCn2ccnc2)cc1OC (stereo unspecified) | 104 | 3 | 94 | 0 | 95 | 93 | -1 | 96 |
| 48 | O=C(N/N=C/c1cccc(Cl)c1Cl)Nc1ccccc1 | 113 | 9 | 111 | 4 | 104 | 104 | 9 | 104 |
| 49 | CC(NC(=O)CSc1nc(C2CC2)n(-c2ccccc2)n1)c1ccco1 (stereo unspecified) | 102 | 2 | 100 | 0 | 100 | 101 | 5 | 106 |
| 50 | CCOC(=O)NC(Nc1nnc(C)s1)(C(=O)OCC)C(F)(F)F (stereo unspecified) | 101 | -5 | 102 | 0 | 99 | 100 | 11 | 103 |
